Screening data deposited in PubChem BioAssay by Broad Institute.
CAL PDZ FP-1 – CAL PDZ (human) peptide binding inhibition. purified CAL PDZ, TMR-peptide fluorescence polarization, 1 h. inhibition, % at 24.9 µM. hit rate 0.92% among 300,000. AID 602252;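 active = mean inhibition of at least 30% with at least half of replicates also reaching 30%; inconclusive = no clear call, values can overlap the other calls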;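 note: 0% = DMSO neutral control and 100% = excess unlabeled competitor peptide PRC23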
MITF TRPM1 HTS – MITF TRPM1 promoter activation in melanoma cells | hit rate 0.75% among 300,000 | activation, % at 12.5 µM | SK-MEL-5 TRPM1-promoter luciferase, 24 h; % of positive control, neutral wells = 0 | AID 588334;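 active = mean activation of at least 80% with every replicate also reaching 80%; inconclusive = mean reaches 80% but some replicate falls short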;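 note: 0% = neutral control wells and 100% = parthenolide positive control wells; values of inactives mirror those of a sister screen read the other way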
PfHsp90 set2 – growth inhibition of yeast expressing Plasmodium Hsp90 | hit rate 0.32% among 310,000 | S. cerevisiae expressing PfHsp90, BacTiter-Glo ATP, 48 h; yeast lacking PDR1 and PDR3 efflux regulators | AID 504621 | inhibition, % at 9.4 µM;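 active = every replicate shows inhibition above about 80%, whatever the replicate mean, limit read from the data; inconclusive = mean inhibition reaches the set limit but some replicate falls short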;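 note: 0% = DMSO neutral controls and 100% = 20 µM radicicol positive controls; yeast relying on Plasmodium falciparum Hsp90 in place of its own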
dFosB activator – activators of mouse delta FosB homodimer | P13346 | hit rate 0.99% among 340,000 | AID 493131 | purified delta FosB, TAMRA-CDK5 oligo fluorescence polarization; percent of positive-control signal above neutral wells | activation, % at 25 µM;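 active = mean activation above about 17%, with every replicate also reaching it, limit read from the data, passing the limit was not always enough; inconclusive = only one of the two conditions met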;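 note: fluorescence polarization rise as delta FosB binds a TAMRA Cdk5 AP-1 oligo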
CAL PDZ FP-2 – blocks peptide binding to human CAL PDZ domain. Q9HD26. purified CAL PDZ, TMR-peptide fluorescence polarization, 1 h. inhibition, % at 20 µM. hit rate 0.02% among 330,000. AID 504414;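 active = highest replicate inhibition of at least 40%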;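 note: plate controls were DMSO neutral control wells for no effect and unlabeled competitor peptide control wells for full effect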
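Read-out basis: mP drop reported as inhibition | Assay system: Tagged CAL PDZ protein CerCALP, purified | Benchmarks: Unlabelled peptide for full inhibition, DMSO wells as neutral | Schedule: 1 h incubation at room temperature before polarization reading | Buffer or medium: Sodium phosphate/NaCl buffer pH 7.4 with TCEP, IgG, Thesit | Doses: Single point, 20 µM | Measured by: Fluorescence polarization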
NSD2 HMT inh – inhibitors of human histone methyltransferase NSD2; hit rate 0.54% among 310,000; inhibition, % at 12.5 µM; O96028; NSD2 peptide methylation, AlphaScreen, 120 min; AID 743445; in the data active = inhibition above about 50%
Target sequence (O96028 whole entry, looked up): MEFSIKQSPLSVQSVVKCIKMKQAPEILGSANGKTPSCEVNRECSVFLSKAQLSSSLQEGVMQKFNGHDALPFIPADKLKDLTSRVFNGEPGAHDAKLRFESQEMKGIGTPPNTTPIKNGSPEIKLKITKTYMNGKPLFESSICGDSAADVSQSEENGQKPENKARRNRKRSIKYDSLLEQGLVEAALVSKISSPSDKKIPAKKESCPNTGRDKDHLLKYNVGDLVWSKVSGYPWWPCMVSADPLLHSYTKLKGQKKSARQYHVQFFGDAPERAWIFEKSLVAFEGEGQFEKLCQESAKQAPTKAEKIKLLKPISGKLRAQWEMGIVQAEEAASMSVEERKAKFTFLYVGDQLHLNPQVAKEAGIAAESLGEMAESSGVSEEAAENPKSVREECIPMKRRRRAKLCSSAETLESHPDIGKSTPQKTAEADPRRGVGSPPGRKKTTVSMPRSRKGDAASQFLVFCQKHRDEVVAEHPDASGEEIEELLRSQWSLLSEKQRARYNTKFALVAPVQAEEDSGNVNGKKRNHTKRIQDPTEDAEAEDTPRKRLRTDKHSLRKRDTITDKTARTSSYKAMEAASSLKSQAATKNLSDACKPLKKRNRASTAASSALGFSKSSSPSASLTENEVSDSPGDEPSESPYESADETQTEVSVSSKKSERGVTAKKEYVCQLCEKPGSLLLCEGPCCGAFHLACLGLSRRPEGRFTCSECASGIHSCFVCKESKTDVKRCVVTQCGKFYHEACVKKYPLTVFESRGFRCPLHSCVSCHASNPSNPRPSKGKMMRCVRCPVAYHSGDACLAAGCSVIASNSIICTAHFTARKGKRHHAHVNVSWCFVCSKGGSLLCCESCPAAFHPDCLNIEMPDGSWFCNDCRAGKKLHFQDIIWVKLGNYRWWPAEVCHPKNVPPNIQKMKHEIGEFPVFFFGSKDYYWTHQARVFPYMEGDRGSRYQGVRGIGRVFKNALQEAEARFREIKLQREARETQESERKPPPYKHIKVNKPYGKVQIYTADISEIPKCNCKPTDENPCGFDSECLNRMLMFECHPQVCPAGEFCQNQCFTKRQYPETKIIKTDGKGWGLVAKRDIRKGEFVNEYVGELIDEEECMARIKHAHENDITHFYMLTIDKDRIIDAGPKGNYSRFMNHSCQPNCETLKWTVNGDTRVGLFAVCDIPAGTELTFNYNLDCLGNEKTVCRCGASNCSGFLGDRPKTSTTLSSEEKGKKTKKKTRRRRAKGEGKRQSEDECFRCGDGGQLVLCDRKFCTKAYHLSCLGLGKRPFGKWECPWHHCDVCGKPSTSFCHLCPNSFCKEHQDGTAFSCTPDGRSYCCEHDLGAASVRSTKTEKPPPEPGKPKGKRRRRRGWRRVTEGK
PvdQ acylase – blocks Pseudomonas aeruginosa PvdQ acylase activity | purified PvdQ acylase, fluorescence plate reader | inhibition, % at 10 µM | hit rate 0.063% among 340,000; in the data active = inhibition above about 30%, passing the limit was not always enough; inconclusive = no clear call, values can overlap the other calls;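 note: 0% = vehicle neutral wells and 100% = reference inhibitor wells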
Rtt109 HAT inh – blocks Candida albicans Rtt109/Vps75 acetyltransferase activity | inhibition, % at 34.9 µM | purified Rtt109/Vps75, ThioGlo CoA-SH fluorescence, 4 h | Q5AAJ8 | hit rate 0.16% among 330,000;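 active = inhibition of at least 50% in every replicate; inconclusive = best replicate reaches 50% inhibition but some replicates fall short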
SR-BI uptake up – enhances SR-BI lipid uptake from DiI-HDL; CHO ldlA[mSR-BI] cells, DiI-HDL uptake fluorescence, 3 h; 100 = double the neutral-control signal; hit rate 0.096% among 320,000; activation, % at 12.5 µM;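 active = mean replicate activation of at least 60% and every replicate at or above 60%; inconclusive = mean or all-replicate condition met, but not both; inactive = mean below 60% and not all replicates reaching 60%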;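 note: 0% = median plate neutral-control signal and 100% = twice that signal; values of inactives mirror those of a sister screen read the other way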
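System: LDL receptor-deficient CHO ldlA cells overexpressing murine SR-BI | Timing: 3 h uptake period with compound, 37 °C | Medium: HEPES-buffered (25 mM, pH 7.4) F12 plus 0.5% BSA | Dosing: Single-point compound dose | Signal: Bottom-read fluorescence, 550/595 nm | Read-out: Retained DiI signal reflecting DiI-HDL uptake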
SR-BI HDL uptake – inhibitors of mouse SR-BI mediated HDL lipid uptake; ldlA[mSR-BI] CHO cells, DiI-HDL uptake fluorescence, 3 h; inhibition, % at 12.5 µM; AID 488896; hit rate 0.96% among 320,000;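 active = mean replicate inhibition of at least 70% and a set share of replicates each scoring 70 or more; inconclusive = meets just one of the two criteria; inactive = fails both criteria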;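 note: 0% = median of neutral control wells and 100% = median of positive control wells; values of inactives mirror those of a sister screen read the other way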
The depositor's hits bear a star; ? = inconclusive; nt = not tested or not shown. The order is random; about 4.3% have a hit in one of these screens.

SMILES	CAL PDZ FP-1	MITF TRPM1 HTS	PfHsp90 set2	dFosB activator	CAL PDZ FP-2	NSD2 HMT inh	PvdQ acylase	Rtt109 HAT inh	SR-BI uptake up	SR-BI HDL uptake
COC(=O)c1sc(S(=O)(=O)NC(C)C(=O)O)c(C(=O)OC)c1C (configuration not stated)	5	5	-27	-7	-0.9	2	-15	0	16	-16
COc1cccc(Nc2nn3c(=O)c4ccccc4nc3s2)c1	0	114*	nt	15	-7.8	nt	-10	8	-16	16
CC(=O)c1cc2c(=O)c3cc(C)ccc3oc2nc1C	-4	56	-3	-5	nt	8	-12	6	-8	8
CCc1nnc(NC(=O)c2cc(C)nc3ccccc23)s1	65*	-22	10	-1	-1.2	1	-11	-16	16	-16
Fc1ccc(Sc2nc(-c3ccccc3)nnc2C(F)(F)F)cc1	3	-23	0	-6	nt	0	-10	-2	-24	24
COc1ccc(-n2cc(CNCCc3cnc[nH]3)c(-c3cccc(F)c3)n2)cc1	-3	23	-4	3	-0.5	16	-1	-1	2	-2
O=S(=O)(Nc1ccc(-c2nc3cccnc3s2)cc1)c1cc(F)ccc1F	6	-3	-13	-10	1.8	-2	5	-5	nt	nt
N/C(=N\OC(=O)c1ccccc1)c1ccncc1	-3	1	2	-2	-0.2	0	-7	10	12	-12
O=C(O)CC/C(=N\NC(=O)c1ccncc1)c1ccccc1	-2	nt	2	1	-0.4	-3	-18	-11	11	-11
Cc1[nH]c2ccccc2c1C(=O)C(=O)NCCOc1ccccc1	46*	-4	-7	-2	-0.6	14	-11	3	33	-33
COc1ccc(CCN(C)C(=O)COc2cccc(-n3cnnn3)c2)cc1OC	8	-1	4	-2	-0.3	0	-3	0	13	-13
Cc1ccc(S(=O)(=O)NCc2ccccc2)s1	0	-9	-8	3	-3.5	-1	-8	4	-5	5
CCC(=O)Nc1nc2ccc3sc(C)nc3c2s1	2	1	6	-43	-2.3	4	-14	0	-21	21
CC1CC(C)CN(S(=O)(=O)CCNC(=O)c2ccc3c(c2)OCO3)C1 (configuration not stated)	-1	-2	9	5	0.9	-1	-15	5	-3	3
O=C1OC(c2ccccc2)=C/C1=C\N1CCOCC1	-1	17	31	-5	-0.5	3	-4	16	-9	9

Individual results from above.
For NSD2 HMT inh, `CCc1nnc(NC(=O)c2cc(C)nc3ccccc23)s1` has 1
For CAL PDZ FP-1, `O=C1OC(c2ccccc2)=C/C1=C\N1CCOCC1` has -1
For SR-BI HDL uptake, `COc1ccc(-n2cc(CNCCc3cnc[nH]3)c(-c3cccc(F)c3)n2)cc1` has -2
For Rtt109 HAT inh, `O=C(O)CC/C(=N\NC(=O)c1ccncc1)c1ccccc1` has -11
For CAL PDZ FP-2, `CC1CC(C)CN(S(=O)(=O)CCNC(=O)c2ccc3c(c2)OCO3)C1` (configuration not stated) has 0.9
For CAL PDZ FP-1, `COc1ccc(CCN(C)C(=O)COc2cccc(-n3cnnn3)c2)cc1OC` has 8

With a hit mark in CAL PDZ FP-1, among the entries above:
canonical_smiles	CAL PDZ FP-1	MITF TRPM1 HTS	dFosB activator	CAL PDZ FP-2	NSD2 HMT inh	PvdQ acylase	Rtt109 HAT inh	SR-BI uptake up	SR-BI HDL uptake
CCc1nnc(NC(=O)c2cc(C)nc3ccccc23)s1	65*	-22	-1	-1.2	1	-11	-16	16	-16
Cc1[nH]c2ccccc2c1C(=O)C(=O)NCCOc1ccccc1	46*	-4	-2	-0.6	14	-11	3	33	-33

(listing goes on)
SMILES	CAL PDZ FP-1	MITF TRPM1 HTS	PfHsp90 set2	dFosB activator	CAL PDZ FP-2	NSD2 HMT inh	PvdQ acylase	Rtt109 HAT inh	SR-BI uptake up	SR-BI HDL uptake
O=C(NC1CCCN(Cc2ccccc2F)C1)c1cccc(N2CCCC2=O)c1 (configuration not stated)	-2	7	1	-16	-1.0	-1	-5	14	-37	37
CCSc1ccccc1C(=O)NCCc1ccccc1	46*	-15	-13	-10	-0.4	5	-11	nt	-1	1
COc1ccc(C(=O)/C=C/c2ccc(O)cc2)c2c1CC(O)C(C)(C)O2 (configuration not stated)	0	-9	12	-6	0.3	nt	-6	19	-36	36
Cc1ccc(/C=N/Nc2cc(C)nc(NCc3ccccc3)n2)cc1	-5	nt	0	55*	-0.9	0	-12	9	-9	9
Cc1nn(C)cc1-c1csc(N)n1	-4	-1	nt	-4	-1.7	-8	-9	12	11	-11
Cc1cccc(C(=O)Oc2cc(C)[nH]c(=O)c2[N+](=O)[O-])c1	0	-6	18	2	-0.1	-1	-10	-1	8	-8
O=C(CCN1C(=O)C2CCCCC2C1=O)Nc1ccc(OC(F)F)cc1 (configuration not stated)	-1	12	30	1	-1.1	1	-11	nt	-4	4
CCCn1c(N2CCN(CC(=O)NCc3cccs3)CC2)nc2ccccc21	-3	3	21	-9	-0.4	3	-9	4	-37	37
Cc1ccc(N(C(=O)c2csnn2)C(C(=O)NC2CCCCC2)c2ccccn2)cc1C (configuration not stated)	-2	-10	0	1	-2.7	-3	-16	-3	5	-5
CCOC(=O)c1ccc(NC(=O)NC2CC3CCC(C2)N3)cc1 (configuration not stated)	-4	12	1	-2	-1.9	2	-11	5	-54	54
CC(=O)Nc1ccc(S(=O)(=O)c2ccc(C)cc2)cc1	-2	5	-112	1	-2.2	-9	-13	10	-3	3
CCCCn1c(SCc2nc3ccccc3s2)nc2cc(S(N)(=O)=O)ccc21	-8	2	nt	-8	-2.9	-1	-16	2	-65	65
O=C(Oc1c(Br)cc(C(=S)N2CCOCC2)cc1Br)c1ccc(Cl)cc1	-4	nt	-41	-11	-3.1	-1	4	-5	3	-3
O=C(Nc1ccccc1C(=O)Nc1nnc(C(F)(F)F)s1)c1ccccc1	2	nt	-10	-12	-1.4	1	-2	-15	-41	41
CCCOc1ccc(N2C(=O)CC(NNC(=O)c3ccc(COc4ccccc4)o3)C2=O)cc1 (configuration not stated)	0	-3	13	?	-2.5	-1	-13	-34	-29	29
CCc1ccccc1NC(=O)C1CCCN1S(=O)(=O)c1ccc(-c2ccc(=O)[nH]n2)s1 (configuration not stated)	-2	7	3	-20	-2.6	0	1	3	14	-14
O=C(NC1CCCC1)C(c1ccccc1)N(Cc1ccc2c(c1)OCO2)C(=O)Cc1cccs1 (configuration not stated)	-2	-7	-2	-3	-0.3	-2	-20	1	21	-21
Cc1cc(C)c(C#N)c(SCc2ccc(C#N)cc2)n1	2	5	-21	11	-0.2	0	-7	-10	-20	20
Cc1ccc(S(=O)(=O)NCC[C@@]2(C)C3CCC2(C)C(=O)C3)cc1 (some centres not stated)	-6	7	-13	-10	-1.9	-4	-12	-9	nt	nt
Cc1ccc(C(=O)Nc2nnc(S(=O)(=O)N3CCN(c4ccc(F)cc4)CC3)s2)cc1	0	29	1	5	-3.3	-3	-1	4	nt	16
CC(NC(=O)c1ccccc1)C(c1cccs1)N1CCOCC1 (configuration not stated)	1	nt	7	4	-0.4	nt	-15	-5	15	-15
COC(=O)c1ccc(CSc2nc3ccc(S(N)(=O)=O)cc3[nH]2)cc1	-3	10	18	-12	-2.8	3	-12	-4	-8	8
O=C(COC(=O)/C=C/c1cccc([N+](=O)[O-])c1)NCc1ccc2c(c1)OCO2	1	-4	nt	?	-1.1	-2	-5	-13	3	-3
COc1cccc(-n2nnc3c(=O)n(Cc4ccccc4Cl)cnc32)c1	-1	10	13	-7	-1.4	-2	-17	-3	-19	19
c1ccc(C2CC(c3ccccc3)n3ncnc3N2)cc1 (configuration not stated)	-8	-2	-1	-9	-0.3	5	-11	-7	-1	1
CCc1cccc2c(C(=S)N3CCOCC3)c[nH]c12	-3	19	14	6	-2.0	-2	5	35	-6	6
O=C1C(=O)c2c(C(=O)c3ccccc3)coc2-c2ccccc21	-2	29	-23	10	-1.7	0	1	-11	-42	42
N#Cc1c(C(F)(F)F)cc(-c2cccs2)nc1SCC(=O)O	0	11	1	-5	-1.5	-2	-6	3	nt	nt
CCOc1ccc(S(=O)(=O)N2CCCCC2)cc1NC(=O)C1COc2ccccc2O1 (configuration not stated)	nt	-9	1	-6	-0.6	-3	-9	-4	-12	12
O=[N+]([O-])c1cc2c(c(CSc3nnc4ccccn34)c1)OCOC2	1	-9	-6	-4	-1.4	-2	-8	-3	-15	15
O=C(COc1ccc(S(=O)(=O)N2CCOCC2)cc1Cl)N1CCOCC1	-1	nt	-1	-2	-3.0	-4	-3	0	nt	nt
O=S(=O)(/N=C(/Nc1ccc(F)cc1F)c1ccc(Cl)cc1)c1ccccc1	-5	4	5	1	-0.2	-3	2	-2	-8	8
Cc1ccc(-c2n[nH]c(=S)n2/N=C/c2c(C)[nH]n(-c3ccccc3)c2=O)cc1	-1	1	6	-5	0.2	0	4	-16	-11	11
CC(=O)Nc1ccc(C(=O)Nc2cc(C(F)(F)F)ccc2-n2cnc3ccccc32)cc1	-1	-5	12	-12	0.0	-2	6	-11	-55	55
COc1ccc(CN(C(=O)CO/N=C/c2ccccc2)c2ccccc2C(=O)O)cc1	-4	3	-1	-3	-2.0	0	10	17	2	-2
CC(O)Cc1cn([C@@H](CCCCN)C(=O)N2CCNCC2)nn1 (some centres not stated)	-1	2	-4	-5	0.6	nt	-13	-2	20	-20
O=C(/C=C/Nc1cccc(C(F)(F)F)c1)c1ccc(Oc2ncccn2)cc1	0	30	-22	-2	-0.9	-2	1	5	-29	29
CCOC(=O)N1CCN(C(=O)CCc2cc(OC)c(OC)c(OC)c2)CC1	-2	6	13	4	-2.3	-1	1	1	9	-9
O=C(NNc1nc2c(F)cccc2s1)C1=COCCO1	2	-7	2	-6	-1.9	1	-20	0	19	-19
